Screening data: PubChem, National Center for Advancing Translational Sciences (NCATS)
AmpC no deterg: inhibitors of E. coli AmpC beta-lactamase without detergent | P00811 | AmpC nitrocefin hydrolysis, absorbance 480 nm, 0.0001% Triton | Potency, µM (titrated, usually from 57.1 µM), for inactives: at the top dose activity change, negative = inhibition, most hits filed as inhibitors | AID 485341 | actives 0.52% (n = 330,000);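 note: potency is the fitted concentration of half-maximal effect; plate controls were no compound for no effect and no enzyme for full effect; nearly all actives have a fitted effect of over 20% in size; some results filed as inactive show a strong effect at the top dose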
Target sequence (P00811 whole entry, looked up): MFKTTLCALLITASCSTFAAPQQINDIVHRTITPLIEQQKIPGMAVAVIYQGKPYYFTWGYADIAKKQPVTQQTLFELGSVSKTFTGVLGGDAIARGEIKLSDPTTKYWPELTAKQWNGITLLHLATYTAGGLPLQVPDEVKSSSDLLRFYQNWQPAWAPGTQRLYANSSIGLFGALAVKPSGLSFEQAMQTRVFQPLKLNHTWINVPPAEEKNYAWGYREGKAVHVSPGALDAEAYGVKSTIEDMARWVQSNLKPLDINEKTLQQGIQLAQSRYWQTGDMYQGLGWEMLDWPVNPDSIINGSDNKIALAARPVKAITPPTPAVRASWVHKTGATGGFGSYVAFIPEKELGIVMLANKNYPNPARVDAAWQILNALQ
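AmpC (5.3 nM in the dispensed reagent) in 20 mM phosphate pH 7.0 with 0.01% (detergent screen) or 0.0001% Triton X-100 was preincubated with compounds for 15 min at room temperature. Nitrocefin was then added from an 800 uM solution, and hydrolysis was followed at 480 nm.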
AMA1 RON2 block: inhibitors of Plasmodium falciparum AMA1-RON2 interaction | AlphaScreen AMA1-biotinylated RON2 peptide binding | Potency, µM (series often up to 58.2 µM), without a hit: top-dose activity change, negative = inhibition, hits mostly inhibitors | actives 0.2% (n = 360,000);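 note: potency is the fitted concentration of half-maximal effect; 0% = vehicle wells and -100% = peptide control; nearly all actives have a fitted effect of over 45% in size; some results filed as inactive show a strong effect at the top dose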
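AMA1 (3D7) with his tag at 25 nM final met compounds first, then biotinylated RON2 peptide at 25 nM; detection used donor plus acceptor beads, 10 µg/mL apiece, read by AlphaScreen after 30 min at room temperature.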
AmpC inh detg: blocks E. coli AmpC beta-lactamase in detergent assay; actives 0.041% (n = 370,000); AID 485294; AmpC hydrolysis of nitrocefin, absorbance 480 nm, 0.01% Triton; Potency, µM (series often up to 114 µM), for inactives: at the highest dose activity change, negative = inhibition, hits mostly inhibitors;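 note: potency is the fitted concentration of half-maximal effect; 0% = no-compound wells and -100% = no-enzyme wells; nearly all actives have a fitted effect of over 25% in size; some results filed as inactive show a strong effect at the top dose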
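AmpC (5.3 nM in the dispensed reagent) in 20 mM phosphate pH 7.0 with 0.01% (detergent screen) or 0.0001% Triton X-100 was preincubated with compounds for 15 min at room temperature. Nitrocefin was then added from an 800 uM solution, and hydrolysis was followed at 480 nm.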
HCMV antiviral: inhibitors of human cytomegalovirus; activity change, negative = inhibition, % at 57.5 µM; AID 1259415; HFF cells, HCMV-luciferase reporter, 72 h; stronger effect = lower value; actives 4.5% (n = 410,000); in the data active = activity change below about -60%; inconclusive = no clear call, values can overlap the other calls; inactive = above about -39%
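Two-dose cell screen: HFF monolayers treated with compounds and infected with luciferase-expressing HCMV at 1 PFU/cell, 72 h at 37C, then lysed for luciferase measurement.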
LmPK inh: inhibitors of Leishmania mexicana pyruvate kinase. Q27686. purified LmPK, Kinase-Glo ATP luminescence, 1 h. Potency, µM (highest dose often 57.5 µM), for inactives: top-dose activity change, negative = inhibition, actives largely listed as inhibitors. actives 0.37% (n = 290,000). AID 1721; note: potency is the fitted concentration of half-maximal effect
Target sequence (Q27686 whole entry, looked up): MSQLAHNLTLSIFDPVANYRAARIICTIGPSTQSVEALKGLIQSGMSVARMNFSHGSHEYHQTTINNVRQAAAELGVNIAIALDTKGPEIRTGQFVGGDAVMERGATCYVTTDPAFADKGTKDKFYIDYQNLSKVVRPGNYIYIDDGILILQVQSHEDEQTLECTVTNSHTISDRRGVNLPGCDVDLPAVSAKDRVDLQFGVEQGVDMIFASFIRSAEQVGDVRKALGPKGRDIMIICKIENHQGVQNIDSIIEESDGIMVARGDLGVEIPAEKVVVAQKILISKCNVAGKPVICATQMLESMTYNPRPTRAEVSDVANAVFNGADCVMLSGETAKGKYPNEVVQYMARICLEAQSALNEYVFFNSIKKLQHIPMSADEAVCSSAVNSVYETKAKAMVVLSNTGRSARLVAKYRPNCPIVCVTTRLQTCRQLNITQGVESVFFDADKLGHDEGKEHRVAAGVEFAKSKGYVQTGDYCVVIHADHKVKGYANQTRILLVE
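Purified LmPK (0.1 nM) converted ADP (0.1 mM) to ATP with PEP (0.5 mM) in imidazole buffer pH 7.2 with KCl and MgCl2, 1 h at room temperature. ATP was read by Kinase-Glo luminescence; data normalized to uninhibited and no-enzyme controls.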
TbPYK inhibitor: T. brucei pyruvate kinase inhibition; actives 0.12% (n = 410,000); AID 624173; Q57TT1; Potency, µM (top dose mostly 76.8 µM), without a hit: at the top dose activity, negative = inhibition, actives largely listed as inhibitors; TbPYK enzyme, Kinase-Glo Plus ATP luminescence, 45 min; note: potency is the fitted concentration of half-maximal effect; nearly all actives have a fitted effect of over 50% in size
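In this concentration-response screen, enzyme-free wells defined baseline while DMSO plates tracked drift. Each reaction combined TbPYK, substrate, compound and 130 uM ADP for 45 min at room temperature. Kinase-Glo Plus luminescence gave the signal.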
Sm TGR inh: S. mansoni TGR enzyme inhibition; Potency, µM (titrated, usually from 114 µM), inactives show at the top dose activity change, negative = inhibition, actives largely listed as inhibitors; Q962Y6; actives 3% (n = 360,000); purified TGR, DTNB reduction, TNB absorbance 405 nm; AID 485364; note: potency is the fitted concentration of half-maximal effect; nearly all actives have a fitted effect of over 60% in size
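First, TGR (20 nM dispensed) and NADPH were mixed with compound. Second, a 15 min room-temperature incubation followed. Third, further NADPH and then DTNB were added to start the reaction. Finally, TNB absorbance was monitored kinetically.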
* = called active by the depositor; u = inconclusive; x = not tested or not shown; [ ] = remark or other dose. Unless noted, calls come from the whole dose curve; as a rule, active = well fitted curve in the direction sought with a large enough effect; inconclusive = small, poorly fitted or top-dose-only effect, or another doubt; inactive = no such curve, though single readings can be large; an effect the other way counts as inactive or inconclusive. Unless noted, % is set by controls: 0 for no effect and ±100 for the full control effect. Compounds were not picked by outcome (roughly 7.4% active in at least one column).

SMILES | AmpC no deterg | AMA1 RON2 block | AmpC inh detg | HCMV antiviral | LmPK inh | TbPYK inhibitor | Sm TGR inh
CC(C)c1ccc(C(C)NCCS(=O)(=O)c2ccc(Br)cc2)cc1 (stereo not drawn) | 67.3%[activator] | -8.9% | -5.4% | 3.4 | -8.0% | 1.8% | 2.6%
CN(C)S(=O)(=O)c1ccc(C(=O)NC(=O)CSc2nncs2)cc1 | -14.9% | 5.5% | x | -30.0 | x | -6.2% | x
CC1CC(C)CN(CCCNC(=O)c2ccc3c(c2)ncn3C2CCCC2)C1 (stereo not drawn) | 19.0% | 3.7% | 7.6% | u | 8.1% | 1.9% | 1.5%
COc1cccc(-c2cc(N3C(=O)Nc4ccccc4N3O)n[nH]2)c1 | -29.7% | 6.3% | 2.0% | -36.2 | 0.8% | -9.0% | -2.4%
COc1ccc(CNC(=O)C(c2ccncc2)N(C(=O)Cc2cccs2)c2ccc(C)cc2)cc1 (stereo not drawn) | 75.9%[activator] | -2.8% | -1.2% | -4.1 | -1.4% | -5.8% | 16.6%
CN(C)CCNC(=O)c1ccc(-n2c(-c3ccccc3)cc3c2CCCCC3)cc1 | x | x | 18.9% | u | x | 3.1% | 2.0%
CCOC(=O)C1C(=O)C=C(/C=C/c2ccccc2)CC1c1ccc(Cl)cc1 (stereo not drawn) | -27.3% | -1.4% | -6.7% | 26.1 | -0.2% | 2.7% | 0.0%
CCN(CC)c1ccc(/C=N/NC(=O)Cc2nnc(NC(=O)Nc3ccccc3)s2)cc1 | u | -13.3% | u | -32.3 | -0.8% | -8.9% | -0.2%
O=C(NCC(=O)N1CCN(C(=O)c2ccco2)CC1)c1ccc(Cl)cc1 | -18.0% | -11.3% | 1.9% | -20.3 | x | 6.5% | 4.1%
COc1ccc(CCNC(=O)CSc2nnnn2-c2cccc(C(C)=O)c2)cc1OC | x | x | -2.9% | -3.2 | x | -2.4% | 1.6%
Cc1ccc(S(=O)(=O)c2nc(-c3ccco3)oc2NCC2CCCO2)cc1 (stereo not drawn) | -18.2% | -3.8% | u | -25.6 | -0.3% | -18.9% | 8.91µM*
S=C1NC2(CCCCC2)Nc2ccccc21 | -8.5% | -2.6% | 5.3% | -25.3 | -3.5% | -7.1% | 0.0%
CC(=O)Nc1ccc(NC(=O)C(F)(F)F)cc1 | -17.3% | -7.0% | -0.8% | -22.5 | 7.3% | -6.1% | -4.4%
COc1ccc(CCNC(=O)CNS(=O)(=O)c2cccs2)cc1OC | -12.6% | -4.1% | -0.1% | 45.7 | 15.0% | 0.7% | -1.4%
Cc1cc(Cl)ccc1OCC(=O)NCCC(=O)O | -6.6% | 30.8% | -14.5% | -24.6 | 1.9% | 2.2% | -6.4%
Cc1ccc(-n2nc3c(=O)n(CCCC(=O)NCCc4ccccc4Cl)nc(C)c3c2C)cc1 | x | x | -3.8% | 27.7 | x | 4.8% | -2.6%
COc1ccccc1Nc1cc(C)nc(Nc2ccccc2OC)n1 | 30.9% | -22.9% | -0.1% | -29.1 | x | 1.5% | -1.7%
CCc1ccc(OCC2c3cc(OC)c(OC)cc3CCN2C(=O)COc2ccccc2)cc1 (stereo not drawn) | x | x | -3.5% | -7.5 | x | -2.3% | 8.4%
CCCCn1c(N)c(N(C)C(=O)c2cc3c(s2)CCCCC3)c(=O)[nH]c1=O | -29.0% | 6.8% | u | -10.9 | x | -4.0% | -9.7%
Cc1ccc(OCC(=O)N(Cc2ccco2)Cc2ccc(C)o2)cc1 | x | x | 16.8% | -32.0 | x | -1.7% | -7.3%
COc1ccccc1-c1coc2cc(OC(=O)/C=C/c3ccccc3)ccc2c1=O | -21.0% | -8.9% | 0.0% | 13.0 | 2.9% | 3.2% | 0.1%
C=CCc1cccc2cc(C(=O)Nc3ccccc3C(=O)O)c(=O)oc12 | -45.3% | 0.0% | u | 3.4 | 1.7% | -12.2% | 1.8%
Fc1ccccc1Cn1nnc2c(-n3ccnc3)ncnc21 | -12.5% | 16.3% | -1.7% | -34.2 | 0.3% | -2.7% | 0.4%
Cc1ccc(/C=C2\Oc3cc(OCC(=O)NN)ccc3C2=O)o1 | 10.1% | 68.4%[activator] | 1.5% | 10.7 | -1.4% | -18.7% | -23.8%

Given in markdown: entries from further up.
| molecule | AmpC no deterg | AMA1 RON2 block | AmpC inh detg | HCMV antiviral | LmPK inh | TbPYK inhibitor | Sm TGR inh |
| --- | --- | --- | --- | --- | --- | --- | --- |
| Cc1ccc(S(=O)(=O)c2nc(-c3ccco3)oc2NCC2CCCO2)cc1 (stereo not drawn) | -18.2% | -3.8% | u | -25.6 | -0.3% | -18.9% | 8.91µM* |
| S=C1NC2(CCCCC2)Nc2ccccc21 | -8.5% | -2.6% | 5.3% | -25.3 | -3.5% | -7.1% | 0.0% |
| CC(=O)Nc1ccc(NC(=O)C(F)(F)F)cc1 | -17.3% | -7.0% | -0.8% | -22.5 | 7.3% | -6.1% | -4.4% |
| COc1ccc(CCNC(=O)CNS(=O)(=O)c2cccs2)cc1OC | -12.6% | -4.1% | -0.1% | 45.7 | 15.0% | 0.7% | -1.4% |
| Cc1cc(Cl)ccc1OCC(=O)NCCC(=O)O | -6.6% | 30.8% | -14.5% | -24.6 | 1.9% | 2.2% | -6.4% |
| Cc1ccc(-n2nc3c(=O)n(CCCC(=O)NCCc4ccccc4Cl)nc(C)c3c2C)cc1 | x | x | -3.8% | 27.7 | x | 4.8% | -2.6% |
| COc1ccccc1Nc1cc(C)nc(Nc2ccccc2OC)n1 | 30.9% | -22.9% | -0.1% | -29.1 | x | 1.5% | -1.7% |
| CCc1ccc(OCC2c3cc(OC)c(OC)cc3CCN2C(=O)COc2ccccc2)cc1 (stereo not drawn) | x | x | -3.5% | -7.5 | x | -2.3% | 8.4% |
| CCCCn1c(N)c(N(C)C(=O)c2cc3c(s2)CCCCC3)c(=O)[nH]c1=O | -29.0% | 6.8% | u | -10.9 | x | -4.0% | -9.7% |
| Cc1ccc(OCC(=O)N(Cc2ccco2)Cc2ccc(C)o2)cc1 | x | x | 16.8% | -32.0 | x | -1.7% | -7.3% |
| COc1ccccc1-c1coc2cc(OC(=O)/C=C/c3ccccc3)ccc2c1=O | -21.0% | -8.9% | 0.0% | 13.0 | 2.9% | 3.2% | 0.1% |
| C=CCc1cccc2cc(C(=O)Nc3ccccc3C(=O)O)c(=O)oc12 | -45.3% | 0.0% | u | 3.4 | 1.7% | -12.2% | 1.8% |

Further records follow.
SMILES | AmpC no deterg | AMA1 RON2 block | AmpC inh detg | HCMV antiviral | LmPK inh | TbPYK inhibitor | Sm TGR inh
COc1ccccc1Nc1nc(-c2cccc([N+](=O)[O-])c2)cs1 | -51.1% | -29.3% | 0.5% | 5.9 | 2.1% | 1.0% | 6.0%
COc1cc2nc(SCc3ccc(C(F)(F)F)cc3)n(Cc3cccs3)c(=N)c2cc1OC | -16.4% | 4.4% | -10.4% | -6.6 | 0.0% | x | -14.6%
COc1cccc(NC(=O)Nn2cnnc2)c1 | -12.8% | 0.0% | u | 29.7 | 0.6% | -11.8% | 1.0%
CC(NC(=O)c1ccc2c(c1)CCN2S(C)(=O)=O)c1ccccc1 (stereo not drawn) | x | x | 18.1% | -23.4 | x | -7.4% | 0.0%
COc1ccc(CN2C[C@H](Cc3ccccc3)[C@@H](CC(=O)Nc3ccccc3)C2=O)cc1 | 5.1% | -1.1% | -12.4% | u | -3.6% | 3.3% | -22.8%
Cc1ccc2nc(NC(=O)c3ccc(N4C(=O)CCC4=O)cc3)sc2c1 | -20.4% | -9.2% | 1.7% | -3.1 | 3.3% | -13.6% | -11.8%
Cc1cccc(NC(=O)CSc2nc(N)c(NC(=O)c3ccccc3F)c(=O)[nH]2)c1 | -30.9% | -7.8% | -4.3% | -3.5 | -12.2% | -3.0% | 2.5%
CCN(CC)S(=O)(=O)c1cccc(NC(=O)COC(=O)c2[nH]c(C)c(C(C)=O)c2C)c1 | x | -3.6% | x | -85.0* | x | 2.4% | x
Cc1ccc(N2C(=O)[C@@H]3C(C(=O)CCN4C(=O)c5ccccc5C4=O)=NN[C@@H]3C2=O)cc1 | -17.3% | 3.3% | u | -8.4 | 10.4% | -4.2% | -20.9%
COc1ccc([C@@H]2CC=C(C(=O)O)[C@H](c3ccc(Br)cc3)N2S(=O)(=O)c2ccc(C)cc2)cc1OC | -13.1% | -2.2% | x | 3.5 | x | -2.5% | x
COc1ccc(-c2sc3cc(OC)c(OC)cc3c2-c2ccc(O)cc2)cc1 | -19.2% | u | x | 3.8 | x | 3.1% | x

Among those listed so far, 2 have a CF3 group.
SMILES | AmpC no deterg | AMA1 RON2 block | AmpC inh detg | HCMV antiviral | LmPK inh | TbPYK inhibitor | Sm TGR inh
CC(=O)Nc1ccc(NC(=O)C(F)(F)F)cc1 | -17.3% | -7.0% | -0.8% | -22.5 | 7.3% | -6.1% | -4.4%
COc1cc2nc(SCc3ccc(C(F)(F)F)cc3)n(Cc3cccs3)c(=N)c2cc1OC | -16.4% | 4.4% | -10.4% | -6.6 | 0.0% | x | -14.6%
